Assay outcomes deposited in PubChem by Icahn School of Medicine at Mount Sinai.
ROC1-CUL1 inh: blocks human RBX1-Cullin-1 di-ubiquitin formation. P62877+Q13616. in vitro K48 di-Ub FRET, acceptor:donor ratio, 45 min. inhibition, % at 10 µM. 140,000 tested, 0.6% active; in the data active means inhibition above about 25%
Target sequence (P62877 whole entry, looked up): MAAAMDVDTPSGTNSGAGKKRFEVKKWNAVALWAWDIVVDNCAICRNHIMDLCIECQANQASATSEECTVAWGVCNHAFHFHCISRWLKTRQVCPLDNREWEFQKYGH
Target sequence (Q13616 whole entry, looked up): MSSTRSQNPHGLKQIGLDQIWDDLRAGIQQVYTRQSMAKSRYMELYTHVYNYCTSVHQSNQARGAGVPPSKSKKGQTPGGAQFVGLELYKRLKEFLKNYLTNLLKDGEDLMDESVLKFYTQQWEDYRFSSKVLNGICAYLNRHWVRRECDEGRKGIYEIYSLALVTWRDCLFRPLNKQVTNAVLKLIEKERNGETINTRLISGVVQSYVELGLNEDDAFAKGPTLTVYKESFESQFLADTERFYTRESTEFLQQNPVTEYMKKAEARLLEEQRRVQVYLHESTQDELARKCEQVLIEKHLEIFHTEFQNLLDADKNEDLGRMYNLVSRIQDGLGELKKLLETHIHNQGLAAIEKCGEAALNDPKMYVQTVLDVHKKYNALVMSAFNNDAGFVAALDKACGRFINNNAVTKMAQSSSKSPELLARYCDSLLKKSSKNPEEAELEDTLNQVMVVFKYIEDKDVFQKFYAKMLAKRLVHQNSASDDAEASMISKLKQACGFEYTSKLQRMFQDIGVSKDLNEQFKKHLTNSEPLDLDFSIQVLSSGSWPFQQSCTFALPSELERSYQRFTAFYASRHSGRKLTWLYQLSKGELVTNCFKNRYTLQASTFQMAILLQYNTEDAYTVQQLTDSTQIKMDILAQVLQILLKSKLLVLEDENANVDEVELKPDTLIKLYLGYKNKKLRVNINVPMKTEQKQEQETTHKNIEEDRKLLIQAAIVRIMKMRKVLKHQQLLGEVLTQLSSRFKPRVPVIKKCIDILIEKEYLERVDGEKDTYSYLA
* = called active by the depositor. A portion of the library. The share of hits here may be higher or lower than overall.

No.	smiles	ROC1-CUL1 inh
1	CCn1cc(CCC(=O)NCc2ccccc2OC)c2ccccc21	-6.2
2	O=C(c1ccc(Cl)cc1)c1coc2c1cc(O)c1ccccc12	6.4
3	CCOc1ccc(CN2C(=O)c3ccccc3Sc3ccc(C(=O)N4CCN(C)CC4)cc32)cc1	-4.5
4	CCn1c(O)c(N=NC(=O)COc2cccc(C)c2C)c2ccccc21	0.5
5	Cc1cc(OCc2n[nH]c(=S)n2C)ccc1Cl	0.2
6	CN(Cc1cccnc1)C(=O)c1cn(Cc2ccc(F)cc2Cl)nn1	-4.2
7	N#CC1C(=N)OC2=C(C(=O)CCC2)C1c1c(Cl)cccc1Cl (stereo not given)	-10.9
8	COc1ccc(OC2CCN(C3CCCC3)CC2)c(C(=O)N[C@H]2CCCCNC2=O)c1	1.4
9	O=C(N/N=C/c1ccc(-c2cc(C(=O)O)ccc2Cl)o1)Nc1ccccc1	-10.2
10	C=CCN1C(=O)C2(c3ccccc31)c1c(n[nH]c1CC)OC(=N)C2C#N (stereo not given)	-5.1
11	COc1ccc(OC)c(S(=O)(=O)NCCO)c1	-0.8
12	Fc1cccc(-c2nnn3c2nc(NCCc2ccccc2)c2ccccc23)c1	-1.0
13	O=c1c(NCc2ccccc2Cl)nccn1-c1ccccc1	8.3
14	O=C(Nc1cccc2c1CCCC2)c1ccccc1Cl	-0.1
15	O=[N+]([O-])c1ccccc1N/N=C/c1cccc(Cl)c1Cl	-2.2
16	Cc1ccc(-n2cnc3nc(C)c(C(=O)O)c(-c4ccccc4)c32)cc1	1.5
17	Cc1cccc(CN2CCN(CC(=O)Nc3c(C)cccc3C)S2(=O)=O)c1	-2.3
18	COc1ccc(C(=O)Nc2cccc(C)c2C(=O)O)cc1	-9.7
19	COc1cc(/C=C2/SC(=Nc3ccccc3C)NC2=O)c(Br)c(Br)c1O	5.5
20	COc1cc(NC(=O)CC(C)n2nc(C)cc2C)cc(OC)c1 (stereo not given)	7.9
21	Cc1nc2ncc3c(=O)n(C(C)C)ccc3n2n1	13.1
22	CC1=NN(c2cc(Cl)cc(Cl)c2)C(=O)/C1=C\c1ccc(N2CCOCC2)cc1	0.0
23	CC(=O)c1cc2c(cc1NC(=O)c1ccc(Cl)cc1)OCO2	-4.6
24	O=C1c2ccccc2C(=O)N1CSc1ncccn1	-0.7
25	c1ccc(-c2nc(NCc3ccco3)c3ccccc3n2)cc1	-0.3
26	CC1=NN(c2ccc(Br)cc2C)C(=O)C1C=Nc1ccc(C)c(Cl)c1 (stereo not given)	3.3
27	O=C(O)c1ccc(-n2ncc(Cl)c(Cl)c2=O)cc1	9.1
28	COc1ccc(CCNC(=O)Cn2nnc(-c3cccc(C(F)(F)F)c3)n2)cc1OC	-10.7
29	Cc1oc2cc(OCc3ccc(F)cc3)ccc2c(=O)c1-c1ccc2c(c1)OCCO2	-5.6
30	Cc1cc(Cl)ccc1NC(=O)c1c(Cl)cccc1Cl	7.2
31	CC(C)N(C(=O)Cn1cc(S(=O)(=O)Cc2ccc(C(F)(F)F)cc2)c2ccccc21)C(C)C	-0.7
32	O=C(O)c1ccc2oc(=O)n(Cc3ccccc3)c2c1	3.4
33	COc1cc(/C=N/NC(=O)CSc2nc3ccccc3o2)ccc1OCc1cccc(Cl)c1	-7.1
34	Cc1cc(C)n(C(=S)CSc2nc(-c3cccs3)cc(-c3ccco3)c2C#N)n1	-6.4
35	Cn1nnnc1SCCCNCc1cccc(OCc2ccccc2F)c1	-5.7
36	Cc1cc(C(=O)N2CCC(C3CCN(Cc4cccnc4)CC3)C2)c(C)o1 (stereo not given)	-0.2
37	Cc1cc(C)c(NC(=O)c2cc(C)nc3c2c(C)nn3-c2cccc(F)c2)c(C)c1	1.5
38	COCC(=O)Nc1ccc(O)cc1C	6.3
39	COc1ccc(NC(=O)c2nn(C)c3c2CSc2ccc(C)cc2-3)cc1OC	6.2
40	CCNS(=O)(=O)c1ccc(OC)c(C)c1	-0.8
41	CCN1C(=O)C(C=Nc2ccc(C)cc2O)C(=O)N(CC)C1=O	-3.6
42	CCOC(=O)c1nn(-c2cccc(C)c2)c2nc(-c3ccccc3)cc(=O)n12	-16.0
43	CCOc1cc(Br)c(/C=C2\SC(=O)NC2=O)cc1OC	-6.7
44	Cc1ccccc1Nc1sc(C(=O)c2ccccc2)c(N)c1S(C)(=O)=O	-8.9
45	CN(C)c1ccc2c3oc(-c4ccc(-c5nc6c(=O)n(C)c7cc(N(C)C)ccc7c6o5)cc4)nc3c(=O)n(C)c2c1	1.5

Structures listed so far that contain bromine, in the order listed:
No.	smiles	ROC1-CUL1 inh
19	COc1cc(/C=C2/SC(=Nc3ccccc3C)NC2=O)c(Br)c(Br)c1O	5.5
26	CC1=NN(c2ccc(Br)cc2C)C(=O)C1C=Nc1ccc(C)c(Cl)c1 (stereo not given)	3.3
43	CCOc1cc(Br)c(/C=C2\SC(=O)NC2=O)cc1OC	-6.7

Ordered by value in ROC1-CUL1 inh (rising): three from the list above.
No.	smiles	ROC1-CUL1 inh
14	O=C(Nc1cccc2c1CCCC2)c1ccccc1Cl	-0.1
26	CC1=NN(c2ccc(Br)cc2C)C(=O)C1C=Nc1ccc(C)c(Cl)c1 (stereo not given)	3.3
20	COc1cc(NC(=O)CC(C)n2nc(C)cc2C)cc(OC)c1 (stereo not given)	7.9

Next entries follow:
No.	smiles	ROC1-CUL1 inh
46	N#CC1C(=N)Oc2n[nH]c(-c3ccccc3)c2C1c1ccc(Br)cc1 (stereo not given)	5.0
47	CN(C)c1nc(-c2ccccc2)cc(-c2ccccc2)c1C#N	0.0
48	CCn1c(=O)c2c(nc3n2CC(C)CN3Cc2ccccc2)n(C)c1=O (stereo not given)	3.2
49	CCOC(=O)C1=C(C)N(c2ccc(OC)cc2)C(=O)/C1=C\c1ccc2c(c1)OCO2	7.0
50	CCOc1cccc(CN2CCN(Cc3ccccc3F)C(CCO)C2)c1O (stereo not given)	-1.1
51	Cc1cc(C)c2c(c1)OC(=O)CC2=Nc1ccc(F)c(Cl)c1	12.0
52	O=C(O)c1ccccc1C(=O)Nc1ccccc1C(=O)N1CCN(c2cccc(Cl)c2)CC1	7.7
53	CCCc1cc2c(cc1NC(=O)c1cc(F)c(F)cc1Cl)OCO2	2.8
54	Cn1c(SCC(=O)N/N=C/c2cc(Br)ccc2O)nnc1-c1ccccc1	-13.5
55	Cn1c(SC/C=C/c2ccccc2)nnc1-c1cccnc1	2.1
56	Cc1ccc2c(c1)N(C(=O)N1CCC(C(=O)NCc3ccccc3C)CC1)CC(C)O2 (stereo not given)	-0.7
57	CCCN1CCN(CCNC(=O)Nc2ccc(C)c(Cl)c2)CC1	-5.9
58	Cc1ccc2oc(C(=O)N(Cc3sccc3C)C3CCS(=O)(=O)C3)c(C)c2c1 (stereo not given)	-9.1
59	CC1CCN(S(=O)(=O)c2ccc3c(c2)N(CC(=O)Nc2ccc(F)c(Cl)c2)C(=O)CO3)CC1	4.3
60	C1CCC(CNCC2CCCO2)CC1 (stereo not given)	12.0
61	O=C(CSc1ccccc1)Nc1cccc2c1C(=O)N(c1ccccc1)C2=O	-7.2
62	CCn1cc2nc(SCC(=O)Nc3ccc(OC)cc3OC)n(Cc3ccc(Cl)cc3)c(=O)c2n1	-8.8
63	O=C(O)CSc1nc(SCC(=O)O)c2c3c(sc2n1)CCCC3	5.9
64	COc1cc(NC(=O)C2CC(=O)NC(=N)S2)c(OC)cc1Cl (stereo not given)	-4.2
65	COCCNC(=O)Cn1cc2c(n1)-c1c(oc(C(=O)N3CCCC3)c1C)CC2	-7.3
66	CCC1CCCCN1C(=O)CSc1nnc(-c2ccc(OC)c(OC)c2)o1 (stereo not given)	2.6
67	Cc1ccccc1COC(=O)c1nn(-c2ccccc2)nc1N	2.0
68	COc1cccc(NC(=O)c2cc3ccccc3oc2=O)c1	-4.2
69	CCOC(=O)CN(c1ccc(C)cc1)C1SC(=O)N(Cc2cccc(C(=O)O)c2)C1=O (stereo not given)	3.6
70	CCOC(=O)c1sc2nc(C)cc(C)c2c1N	9.2
71	CCOc1ccc(S(=O)(=O)NCCSCc2ccccc2)cc1	-0.3
72	COC(=O)CN1C(=O)CSc2ccc(S(=O)(=O)Nc3ccc(Cl)cc3C)cc21	-2.6
73	Cn1c(SCC(=O)Nc2ccccc2)nnc1-c1ccc(N)cc1	-0.1
74	CCOC(=O)C(C#N)=C1/C(=C/N(C)C)CC2(C/C1=C\N(C)C)OCCCCO2	-15.5
75	CCN(CC)C(=O)c1ccc2nc(NC(=O)C34CC5CC(CC(C5)C3)C4)sc2c1	5.9
76	Cc1ccccc1CNC(=O)CN1CCSc2ccccc21	-0.1
77	CN1C(=O)C2C3C(=O)OC2(C)C2(Br)CCCC12C3C(=O)O (stereo not given)	-0.6
78	COc1ccc(-c2nc(CN3CCC[C@H]3C(N)=O)c(C)o2)c(OC)c1C	7.4
79	CC(C)OC(=O)c1cc(NC(=O)C2CCCCC2C(=O)O)cc(C(=O)OC(C)C)c1 (stereo not given)	-0.5
80	Cc1ccc(NS(=O)(=O)c2cc(C(=O)Nc3ccccc3C(=O)O)ccc2Br)cc1	-0.3
81	CN(C)c1ncc2c(n1)CCCC2NC(=O)CCn1cncn1 (stereo not given)	3.3
82	Oc1ccccc1C=Nc1ccc(C2(c3ccc(N=Cc4ccccc4O)cc3)c3ccccc3-c3ccccc32)cc1	6.6
83	COCC1CCCCN1C(=O)c1csc2nc(-c3cc(C)ccc3C)cn12 (stereo not given)	-2.7
84	CCOC(=O)C1CCN(Cc2cccs2)CC1	-1.4
85	Cc1ccc(Cl)cc1N1CCN(S(=O)(=O)c2ccc3[nH]c(=O)[nH]c3c2)CC1	0.0
86	CCN(Cc1nccn1C)C(=O)c1ccc(N2CCC[C@H]2CO)nc1	-4.3
87	O=C(Nc1ccccc1)Nc1nnc(CSCc2ccc(Cl)cc2)s1	2.1
88	CCn1ccnc1CN1CCCC(C(=O)Nc2cccc(-n3cccn3)c2)C1 (stereo not given)	1.3
89	COc1cccc(N2CCN(c3nc4ccc(C(=O)c5ccccc5)cc4n4c(C)nnc34)CC2)c1	-2.8
90	CN1CCN(CCCN2c3ccccc3Sc3cc(C(F)(F)F)ccc32)CC1	-1.2
91	c1nc(NCCc2n[nH]c3c2CCCC3)cc(C2CCCNC2)n1 (stereo not given)	1.3
92	Cc1ccc(C(=O)c2ccc(O)cc2O)cc1	-1.1
93	Nc1nonc1-c1nc2ccccc2n1Cc1cccc(Br)c1	-4.7
94	CC(=O)N1CCCc2cc(S(=O)(=O)N3CCC(C(=O)NCc4cccc(C)c4)CC3)ccc21	1.7
95	CC1=NN(C(=O)c2nn(C)cc2[N+](=O)[O-])C(O)(C(F)(F)F)C1 (stereo not given)	-2.5
96	CCc1ccccc1NC(=O)c1noc2c1CC(C(C)(C)C)CC2 (stereo not given)	-1.6
97	Cc1c(Cl)cccc1-n1nc(C)c2c(C)cc(=O)n(CC(=O)N3CCCc4ccccc43)c21	-4.8
98	O=C(N=Nc1c(O)[nH]c2ccccc12)/C(=C\c1ccccc1)CCO	-0.9
99	Cc1cccc(Nc2ncc(NC(=O)c3cccc(F)c3)c(Nc3cccc(C)c3)n2)c1	1.4
100	Ic1ccc(CSc2ncn[nH]2)cc1	-4.8
101	CSc1ccc(Cl)c(C(=O)Nc2ccccc2C(=O)NCCOc2ccccc2)c1	-7.7
102	Cc1cc(C)c(NC(=O)c2cccc3ccccc23)c(C)c1	-2.3
103	CCCCCSc1nc2c(c(-c3cccs3)c1C#N)CN(C)CC2	-2.4
104	O=C(CCC(=O)N(c1ccccc1)c1ccccc1)OCC(=O)c1ccc(Cl)cc1	-8.3
105	COc1ccccc1CCC(=O)Nc1cnn(CC(=O)NCCC(c2ccccc2)c2ccccc2)c1	6.6

(more compounds)
No.	smiles	ROC1-CUL1 inh
106	COc1ccc(N2CCN(c3oc(COc4ccccc4OC)nc3C#N)CC2)cc1	4.0
107	Cc1cc(Cn2ccc(-c3cccc(-c4nccc5occc45)c3)n2)no1	4.9
108	CCS(=O)(=O)N1CCc2cc(C(=O)NCCc3ccc(OC)cc3)ccc21	1.9
109	CCCc1ncnc2sc3c4c(nc(N5CCCC5)c3c12)CC(C)(C)OC4	-3.5
110	CCCOc1ccc(C(N)=O)cc1Br	-8.2
111	Cc1ccc(C(=O)Nc2ccc(F)cc2)cc1S(=O)(=O)N1CCCCCC1	1.9
112	Cc1ccccc1C(=O)N1CCC(N2CCCC(C(=O)NC3CC3)C2)CC1 (stereo not given)	-2.6
113	Cc1ccc(C(C)C)c(OCc2nnc(SCC(=O)NC(C)c3ccccc3)n2C)c1 (stereo not given)	6.8
114	C=CCNC(=O)COc1ccc(C(C)(C)C)cc1Br	11.4
115	COc1ccc(C(=O)NNC2=NCCC2)cc1OC	-1.6
116	Cc1n[nH]c(C)c1CCOc1ccc(C(C)C)cc1	-3.7
117	O=C(NC1CCCC1)c1ccc2c(=O)n(Cc3ccccc3)c(SCc3cccc([N+](=O)[O-])c3)nc2c1	-8.4
118	O=C(Cc1ccccc1)Nc1ccc(Cl)cc1	-14.9
119	CC1(C)Cc2c(Br)ccc(-n3c(=O)n4n(c3=O)CCCC4)c2O1	7.9
120	CC1CCCC(=C\c2ccccc2)/C1=N/O (stereo not given)	3.0
121	O=C(CSc1nc2c([nH]c3ccccc32)c(=O)n1-c1ccc(Cl)cc1)N1CCCC1	-6.6
122	CC(=O)c1cccc(NC(=O)C(F)(F)C(F)(F)F)c1	7.6
123	CC1CCN(S(=O)(=O)Cc2c(F)cccc2Cl)CC1	12.1
124	O=C1NC(=Nc2ccc(Cl)cc2)S/C1=C1\C(=O)N(Cc2ccccc2)c2ccccc21	8.7
125	O=C1C(C=NCC2CCCO2)C(CSc2ccc(Cl)cc2)=NN1c1nc2ccccc2s1 (stereo not given)	1.0
126	CCOc1cc(-n2nc(C)c(C#N)c2N)nc(SC)n1	-4.2
127	Cc1cc(C)cc(Nc2nc3cc(Cl)c(Cl)cc3nc2-n2nc(C)cc2C)c1	-14.2
128	CCOC(=O)c1nn(-c2cccc(Cl)c2)c(C)c1C(C)=O	2.2
129	CCOC(=O)c1ccc(NC(=O)CSc2nnc(COc3cccc(C)c3)n2C)cc1	-4.1
130	CCN(CC)c1ccc2cc(-c3nc(-c4cc(OC)c(OC)c(OC)c4)no3)c(=O)oc2c1	-2.6
